Screening data deposited in PubChem BioAssay by several laboratories.
Avidin fluor – compound fluoresces at 488/530 nm on avidin beads; hit rate 0.38% among 220,000; fluorescence (KMESF) at 10 µM; compound fluorescence 488/530 nm, flow cytometry; stronger effect = higher value; in the data active = fluorescence above about 47; note: inactives centre near 10
Mcl1-Noxa inh – Mcl-1/Noxa interaction inhibition. hit rate 1.5% among 220,000. inhibition, % at 21.7 µM. Q07820. TR-FRET Mcl-1/Noxa peptide binding, 2 h;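 active = compounds that cut the protein-peptide binding signal by more than 50% relative to plate controls in a single-dose test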;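 note: His-tagged Mcl-1 with rhodamine Noxa BH3 peptide and terbium anti-His antibody; 0% = Mcl-1 plus Noxa peptide wells and 100% = peptide-only wells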
Target sequence (Q07820 whole entry, looked up): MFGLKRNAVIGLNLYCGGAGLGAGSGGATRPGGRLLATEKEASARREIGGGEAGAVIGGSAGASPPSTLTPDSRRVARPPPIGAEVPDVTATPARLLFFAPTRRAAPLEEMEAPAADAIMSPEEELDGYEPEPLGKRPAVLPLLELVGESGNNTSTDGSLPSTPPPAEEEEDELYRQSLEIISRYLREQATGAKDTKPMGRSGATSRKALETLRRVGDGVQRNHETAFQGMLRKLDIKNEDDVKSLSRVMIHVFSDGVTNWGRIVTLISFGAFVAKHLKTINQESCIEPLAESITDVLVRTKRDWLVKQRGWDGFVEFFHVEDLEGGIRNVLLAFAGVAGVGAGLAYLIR
Mcl1-Bid inh – disrupts binding of human Mcl-1 to Bid peptide; Q07820; inhibition, % at 21.7 µM; TR-FRET Mcl-1/Bid-Dy647 peptide binding, 1536-well; hit rate 0.97% among 220,000; AID 1021;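 active = compounds that cut the binding signal by more than half at the single screening dose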;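 note: His-tagged Mcl-1 with europium anti-His antibody binding Bid BH3 peptide; 0% = Mcl-1 plus peptide wells and 100% = peptide-only wells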
Pf gametocyte – P. falciparum stage V gametocyte viability inhibition; P. falciparum stage V gametocytes, ATP luminescence, 24 h; hit rate 0.065% among 150,000; inhibition, % at 10.9 µM; AID 743093;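 active = inhibition above the mean plus 3 SD of compounds within the control limits, set per campaign, cut at about 38% in these data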;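 note: 0% = DMSO wells and 100% = medium only without gametocytes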
* marks the source's active call; other numbers are inactive results. A portion of the library. The share of hits here may be higher or lower than overall.

Screening Cc1ccc(S(=O)(=O)Nc2nc(C)cc(NN)n2)cc1 returned Avidin fluor 6, Mcl1-Noxa inh -16.6, Mcl1-Bid inh -54.0 and Pf gametocyte -4.5.
CC1CC(NC2=NCCS2)CC(C)(C)C1 (stereo not drawn) was read as Avidin fluor 4, Mcl1-Noxa inh 18.6, Mcl1-Bid inh 1.0 and Pf gametocyte 9.5.
CCc1ccc2[nH]c(O)c(N=NC3=NC(=O)CS3)c2c1 was read as Avidin fluor 7, Mcl1-Noxa inh 12.5, Mcl1-Bid inh -4.7 and Pf gametocyte 5.5.
Screening Cc1cc(C)[n+](-c2ccc(Oc3ccccc3)c(S(=O)(=O)[O-])c2)[nH]1 returned Avidin fluor 5, Mcl1-Noxa inh 14.5, Mcl1-Bid inh -65.0 and Pf gametocyte 2.2.
Screening CC(=O)Nc1ccc(S(=O)(=O)N2CCN(CCN3CCOCC3)CC2)cc1Cl returned Avidin fluor 5, Mcl1-Noxa inh -5.7, Mcl1-Bid inh -9.4 and Pf gametocyte 6.2.
`Cc1cc(C)cc(N2C(=O)CC(Cn3nc(C)cc3C)C2=O)c1` (stereo not drawn) gave Avidin fluor 5, Mcl1-Noxa inh 11.3, Mcl1-Bid inh -9.0 and Pf gametocyte -10.7.
Oc1ccc(/C=N/N2CCN(C3c4ccccc4-c4ccccc43)CC2)cc1 was read as Avidin fluor 6, Mcl1-Noxa inh 4.0, Mcl1-Bid inh -31.0 and Pf gametocyte -5.1.
For CN(C(=O)COC(=O)c1cc(S(=O)(=O)N2CCCCC2)ccc1N1CCOCC1)C1CCS(=O)(=O)C1 (stereo not drawn) the results were Avidin fluor 7, Mcl1-Noxa inh 3.0, Mcl1-Bid inh -62.5 and Pf gametocyte -20.6.
`N#C/C(=C\c1cccs1)C(=O)c1ccccc1` gave Avidin fluor 8, Mcl1-Noxa inh 3.2, Mcl1-Bid inh -27.6 and Pf gametocyte 1.8.
C/C(CC(=O)NCCN1CCOCC1)=N\NC(=O)c1ccncc1 was read as Avidin fluor 6, Mcl1-Noxa inh 3.4, Mcl1-Bid inh -94.2 and Pf gametocyte 1.7.
`O=C1N/C(=N/N=C/c2ccc(F)cc2)SC1c1ccccc1` (stereo not drawn) gave Avidin fluor 8, Mcl1-Noxa inh 5.6, Mcl1-Bid inh -19.0 and Pf gametocyte -6.4.
`CCOC(=O)CNC(=O)C1COc2ccccc2O1` (stereo not drawn) gave Avidin fluor 7, Mcl1-Noxa inh -2.3, Mcl1-Bid inh -21.8 and Pf gametocyte 7.6.
Screening COc1cc(OC)cc(C(=O)Oc2c(CN3CCOCC3)cc(Cl)c3cccnc23)c1 returned Avidin fluor 7, Mcl1-Noxa inh -31.6, Mcl1-Bid inh -43.7 and Pf gametocyte 20.6.
Screening COC(=O)c1c(C)oc(C)c1S(=O)(=O)NCc1ccco1 returned Avidin fluor 6, Mcl1-Noxa inh -3.4, Mcl1-Bid inh -19.4 and Pf gametocyte -10.9.
Screening COc1cc(/C=C2/C(=N)N3C(c4ccccc4)=CSC3=NC2=O)ccc1OCC(=O)O returned Avidin fluor 7, Mcl1-Noxa inh 36.6, Mcl1-Bid inh 10.9 and Pf gametocyte -0.7.
Screening CCc1ccc(N(C2C=CS(=O)(=O)C2)S(=O)(=O)c2ccc(C)cc2)cc1 (stereo not drawn) returned Avidin fluor 8, Mcl1-Noxa inh -4.4, Mcl1-Bid inh -22.8 and Pf gametocyte -6.7.
Screening Cc1ccccc1Nc1c(-c2ccccc2)nc2ncccn12 returned Avidin fluor 5, Mcl1-Noxa inh -17.0, Mcl1-Bid inh -30.2 and Pf gametocyte -29.5.
CC(Nc1nc(-c2ccccc2O)nc2ccccc12)c1ccccc1 (stereo not drawn) was read as Avidin fluor 8, Mcl1-Noxa inh -29.5, Mcl1-Bid inh -13.4 and Pf gametocyte -2.1.
For CNNC(=S)Nc1cccc(SC)c1 the results were Avidin fluor 3, Mcl1-Noxa inh 11.8, Mcl1-Bid inh -15.1 and Pf gametocyte 5.4.
CC(=O)Nc1ccc(/C=N/NS(=O)(=O)c2cc(C)ccc2C)cc1 was read as Avidin fluor 3, Mcl1-Noxa inh 22.1, Mcl1-Bid inh -39.2 and Pf gametocyte -1.1.
Screening CCN1C(=O)CCC(C(=O)O)C1c1ccc(OC)cc1 (stereo not drawn) returned Avidin fluor 7, Mcl1-Noxa inh 22.3, Mcl1-Bid inh 5.6 and Pf gametocyte -36.2.
Cc1ccc(/C=N/NC(=S)NC2CCCCC2)o1 was read as Avidin fluor 8, Mcl1-Noxa inh -0.9, Mcl1-Bid inh -73.3 and Pf gametocyte 7.2.
`COc1ccc(CNC(=O)C2CCC(CNc3c(N4CCC(C)CC4)c(=O)c3=O)CC2)cc1` (stereo not drawn) gave Avidin fluor 6, Mcl1-Noxa inh -18.0, Mcl1-Bid inh -6.7 and Pf gametocyte -6.2.
C=CCS/C(N)=N\N=C\c1cc(Br)cc([N+](=O)[O-])c1O was read as Avidin fluor 7, Mcl1-Noxa inh 3.8, Mcl1-Bid inh 4.6 and Pf gametocyte 7.6.
Screening COc1ccccc1C1=NOC(CN2C(=O)c3ccccc3S2(=O)=O)C1 (stereo not drawn) returned Avidin fluor 12, Mcl1-Noxa inh 21.1, Mcl1-Bid inh -18.3 and Pf gametocyte -28.6.
For Cc1cc(C(=O)N2CCN(c3ccc(C(F)(F)F)cn3)CC2)c(C)o1 the results were Avidin fluor 3, Mcl1-Noxa inh -5.3, Mcl1-Bid inh -10.2 and Pf gametocyte 1.1.
`O=C(CN1CCN(S(=O)(=O)c2ccc(Cl)s2)CC1)N1CCOCC1` gave Avidin fluor 7, Mcl1-Noxa inh -14.2, Mcl1-Bid inh -4.1 and Pf gametocyte 15.4.
Screening Cc1cc(O)c(C(C)C)cc1NC(=O)Nc1cccc2ccccc12 returned Avidin fluor 6, Mcl1-Noxa inh 1.3, Mcl1-Bid inh -11.7 and Pf gametocyte -9.9.
`O=C(/C=C/c1ccccn1)c1cc(Br)ccc1O` gave Avidin fluor 6, Mcl1-Noxa inh 21.5, Mcl1-Bid inh 14.1 and Pf gametocyte 22.7.
Screening COc1ccc(C2/C=C\CN(S(=O)(=O)/C=C/c3ccccc3)CC(=O)N2Cc2ccc(F)cc2)cc1 (stereo not drawn) returned Avidin fluor 8, Mcl1-Noxa inh -5.5, Mcl1-Bid inh -36.2 and Pf gametocyte -7.7.

Quoted at random: 3 records from the list.
`COc1ccc(CNC(=O)C2CCC(CNc3c(N4CCC(C)CC4)c(=O)c3=O)CC2)cc1` (stereo not drawn) gave Avidin fluor 6, Mcl1-Noxa inh -18.0, Mcl1-Bid inh -6.7 and Pf gametocyte -6.2.
Cc1ccc(/C=N/NC(=S)NC2CCCCC2)o1 was read as Avidin fluor 8, Mcl1-Noxa inh -0.9, Mcl1-Bid inh -73.3 and Pf gametocyte 7.2.
`O=C(CN1CCN(S(=O)(=O)c2ccc(Cl)s2)CC1)N1CCOCC1` gave Avidin fluor 7, Mcl1-Noxa inh -14.2, Mcl1-Bid inh -4.1 and Pf gametocyte 15.4.

(list continues)
CN(C)c1ccc(C(O)P(=O)(OCc2ccccc2)c2ccc(N(C)C)cc2)cc1 (stereo not drawn) was read as Avidin fluor 9, Mcl1-Noxa inh -8.3, Mcl1-Bid inh -58.1 and Pf gametocyte -4.9.
`O=[N+]([O-])/C(C=Nc1ccccc1O)=C\Nc1ccccc1O` gave Avidin fluor 4, Mcl1-Noxa inh -67.1, Mcl1-Bid inh -195.7 and Pf gametocyte 1.7.
Screening O=C(/C=C/c1ccco1)N(Cc1cccc(Cl)c1)C1CCS(=O)(=O)C1 (stereo not drawn) returned Avidin fluor 9, Mcl1-Noxa inh 8.1, Mcl1-Bid inh -47.2 and Pf gametocyte 1.6.
`NC(=O)COC(=O)c1cc(=O)[nH]c2ccccc12` gave Avidin fluor 5, Mcl1-Noxa inh 4.2, Mcl1-Bid inh 3.5 and Pf gametocyte 18.3.
For CC(/C=N/NC(=O)c1cnccn1)=C\c1ccco1 the results were Avidin fluor 6, Mcl1-Noxa inh 13.3, Mcl1-Bid inh -33.2 and Pf gametocyte 12.9.
Screening O=C(N/N=C/C=C/c1ccccc1[N+](=O)[O-])c1ccncc1 returned Avidin fluor 8, Mcl1-Noxa inh 13.7, Mcl1-Bid inh -41.3 and Pf gametocyte 19.1.
For O=C(Nc1ccccc1)N(c1ccccc1)C1C=CS(=O)(=O)C1 (stereo not drawn) the results were Avidin fluor 7, Mcl1-Noxa inh 7.3, Mcl1-Bid inh -13.6 and Pf gametocyte 2.9.
Cc1ccc(N=C2NC(=O)/C(=C/c3cccn3C)S2)cc1 was read as Avidin fluor 7, Mcl1-Noxa inh 18.5, Mcl1-Bid inh -85.0 and Pf gametocyte -0.9.
Screening C/C(=N\O)C(C)(C)Nc1ccc(F)cc1 returned Avidin fluor 6, Mcl1-Noxa inh 0.0, Mcl1-Bid inh -54.8 and Pf gametocyte 8.9.
Screening O=C(COc1ccc(Nc2ccccc2)cc1)OCC(=O)N1CCCCC1 returned Avidin fluor 15, Mcl1-Noxa inh -17.8, Mcl1-Bid inh -46.2 and Pf gametocyte -1.3.
Screening CCOP(=O)(OCC)C(Nc1ccc(C(=O)O)cc1)c1ccccc1 (stereo not drawn) returned Avidin fluor 9, Mcl1-Noxa inh -20.0, Mcl1-Bid inh -14.3 and Pf gametocyte 2.6.
COc1ccc2c3c([nH]c2c1)C1(NCC3)C(=O)Nc2ccccc21 (stereo not drawn) was read as Avidin fluor 23, Mcl1-Noxa inh 7.9, Mcl1-Bid inh -25.4 and Pf gametocyte -9.7.
For Cc1ccc(C(=O)N2CCN(Cc3ccc4c(c3)OCO4)CC2)cc1S(=O)(=O)N1CCOCC1 the results were Avidin fluor 4, Mcl1-Noxa inh -19.6, Mcl1-Bid inh -29.8 and Pf gametocyte 14.1.
CC1=C(C(=O)OC2CCCC2)C(c2coc3ccccc3c2=O)C2=C(CC(C)(C)CC2=O)N1 (stereo not drawn) was read as Avidin fluor 5, Mcl1-Noxa inh 2.0, Mcl1-Bid inh -17.2 and Pf gametocyte -18.0.
CCOCCCn1c(=NC(C)=O)c(C#N)cc2c(=O)n3cccc(C)c3nc21 was read as Avidin fluor 3, Mcl1-Noxa inh 11.3, Mcl1-Bid inh -9.5 and Pf gametocyte 3.3.
Screening CCOCCCNC(=S)Nc1ccc(Br)cc1Cl returned Avidin fluor 9, Mcl1-Noxa inh 5.2, Mcl1-Bid inh 11.1 and Pf gametocyte -0.4.
Screening S=c1[nH]nc(C2(c3ccccc3)CCCC2)o1 returned Avidin fluor 7, Mcl1-Noxa inh 1.6, Mcl1-Bid inh -99.8 and Pf gametocyte -10.8.
For Oc1ccccc1-c1nc2ccccc2nc1-c1ccccc1 the results were Avidin fluor 6, Mcl1-Noxa inh -5.6, Mcl1-Bid inh -9.0 and Pf gametocyte 23.7.
`N=c1ccn(Cc2cccc(F)c2)cc1` gave Avidin fluor 8, Mcl1-Noxa inh -2.5, Mcl1-Bid inh -9.9 and Pf gametocyte -3.5.
`N#Cc1c(Nc2ccccc2Cl)s[nH]c1=O` gave Avidin fluor 2, Mcl1-Noxa inh 1.6, Mcl1-Bid inh -23.7 and Pf gametocyte 21.5.
Cc1ccccc1CN1C(=O)CS/C1=N/N=C/c1ccco1 was read as Avidin fluor 9, Mcl1-Noxa inh 10.3, Mcl1-Bid inh -5.2 and Pf gametocyte 3.6.
`CNc1nc(=S)[nH]c2ccccc12` gave Avidin fluor 5, Mcl1-Noxa inh 3.5, Mcl1-Bid inh -26.6 and Pf gametocyte 19.9.
CC[C@H](C)[C@H](NC(N)=O)C(=O)Nc1ccc(S(=O)(=O)NC(C)C)cc1 was read as Avidin fluor 9, Mcl1-Noxa inh -19.4, Mcl1-Bid inh -27.3 and Pf gametocyte -15.2.
O=C(Nc1ccccc1)Nc1ccccc1C(=O)NCC1CC1 was read as Avidin fluor 2, Mcl1-Noxa inh 5.1, Mcl1-Bid inh -8.0 and Pf gametocyte -7.2.
Screening Brc1cc(Cc2nnc(-c3ccccc3)o2)c(Br)s1 returned Avidin fluor 7, Mcl1-Noxa inh -13.9, Mcl1-Bid inh -2.8 and Pf gametocyte -19.9.
COc1ccc(CNC(=O)c2ccc3c(c2)NC(=O)C(C)S3)cc1 (stereo not drawn) was read as Avidin fluor 3, Mcl1-Noxa inh 11.4, Mcl1-Bid inh -27.3 and Pf gametocyte 12.8.
Screening CC(/C=C/C=C/c1ccccc1)=N/NC(=O)c1ccc2c(c1)OCCO2 returned Avidin fluor 6, Mcl1-Noxa inh 9.8, Mcl1-Bid inh -17.9 and Pf gametocyte -4.5.
Screening O=C(NC(=O)c1ccccc1)Nc1ccc(-c2cnco2)cc1 returned Avidin fluor 7, Mcl1-Noxa inh 7.7, Mcl1-Bid inh 10.8 and Pf gametocyte -6.1.
`COC(=O)c1ccc(S(=O)(=O)NCc2ccc(S(N)(=O)=O)cc2)o1` gave Avidin fluor 22, Mcl1-Noxa inh -12.4, Mcl1-Bid inh -4.9 and Pf gametocyte -21.7.
CCCCn1nnc(NC(=O)c2ccc([N+](=O)[O-])cc2Cl)n1 was read as Avidin fluor 10, Mcl1-Noxa inh 20.0, Mcl1-Bid inh -12.3 and Pf gametocyte -17.4.
